HCV inhibitor = HCV inhibition; Huh7.5.1 HCVcc-Cre infection, luciferase reporter, 44 h; Potency, µM (titrated, usually from 41.8 µM), inactives show at the highest dose activity change, negative = inhibition, usual class: inhibitors; 340,000 compounds, 3.4% hits; AID 651820
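Antiviral activity was scored by luciferase reporter output from cells infected with HCVcc-Cre (~0.5 moi) in presence of compound, 44 h infection period, cells seeded 1,000/well 4 h prior.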
Tb PYK inh = blocks Trypanosoma brucei pyruvate kinase; TbPYK enzyme, Kinase-Glo Plus ATP luminescence, 45 min; Potency, µM (top dose mostly 76.8 µM), for inactives: at the top dose activity, negative = inhibition, usual class: inhibitors; 410,000 compounds, 0.12% hits; also: nearly all actives have a fitted effect of over 50% in size
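Luminescent Kinase-Glo Plus end-point after 45 min room-temperature reaction of T. brucei pyruvate kinase started with 130 uM ADP (final). Buffer TEA 50 mM pH 7.2 with KCl, MgCl2, BSA, Tween-20; titration-based qHTS with fitted concentration-effect curves.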
Starred values were filed as active, the others as inactive; ? = inconclusive; [ ] = remark or other dose. Calls follow the shape of the dose curve; as a rule, active = well fitted curve in the direction sought with a large enough effect; inconclusive = small, poorly fitted or top-dose-only effect, or another doubt; inactive = no such curve, though single readings can be large; an effect the other way counts as inactive or inconclusive. % is scaled to controls: 0 for no effect and ±100 for the full control effect; potency is read from the fitted curve at half-maximal effect. A portion of the library; count on the stated rates, not on these rows.

Values run as follows: HCV inhibitor	Tb PYK inh
CCNC(=O)N(C)C[C@H]1N[C@@](C)(C(=O)OC)[C@H]2C(=O)N(C)C(=O)[C@@H]12
 : -6%	5%
COc1ccc(NC(=O)CN2C(=O)NC3(CCCCCC3)C2=O)cc1Cl
 : 25µM*	-2%
O=C1NC(=S)S/C1=C\c1cccc([N+](=O)[O-])c1
 : 0%	-6%
O=C(NCCO)/C(=C/c1ccco1)NC(=O)c1ccco1
 : 23%	-11%
O=C(CCc1ccc(S(=O)(=O)N2CCOCC2)cc1)Nc1ccccc1F
 : ?	0%
O=C(C[C@@H]1C/C=C/CC[C@H](Cc2ccc(F)cc2)C(=O)O[C@H](c2ccccc2)CNC1=O)NCCO
 : 15%	8%
O=C1CCCCC1Nc1ccc([N+](=O)[O-])cc1 (stereo unspecified)
 : 21%	2%
Cc1ccc(NS(=O)(=O)c2ccc(C)c(NC(=S)NCCN3CCOCC3)c2)c(C)c1
 : -28%	-11%
COC(=O)C1OCOC2C(C(=O)OC)OCOC12 (stereo unspecified)
 : 8%	-2%
CC(C)n1c(CNC(=O)c2ccccc2F)nnc1SCC(=O)NC1CCCCC1
 : 0%	?

The list continues:
Values run as follows: HCV inhibitor	Tb PYK inh
COc1ccc(NS(=O)(=O)c2cc(N=Nc3c(O)[nH]c(=O)[nH]c3=O)ccc2Cl)cc1
 : ?	3%
CCOC(=O)CCCCCC(=O)Nc1ccc2c(c1)C(=O)N([C@H](C)CO)C[C@@H](C)[C@H](CN(C)Cc1ccc3c(c1)OCO3)O2
 : 28%	-5%
CCCc1ncc(CN2CCCCC2C(=O)Nc2ccc(Oc3ccccc3)nc2)cn1 (stereo unspecified)
 : -4%	2%
O=C(c1cc(Cl)ccc1O)N1CCN(S(=O)(=O)Cc2ccccc2)CC1
 : 1%	0%
Cn1c2nc(=O)[nH]c(=O)c-2cc2ccccc21
 : 36%[activator]	0%
NC(=O)c1ccc(N2CCCC2)nc1
 : 19%	5%
COc1ccc(NS(=O)(=O)c2ccc(Cl)c(NC(=O)c3ccccc3F)c2)cc1
 : ?	17%
COc1ccc(NC(=O)N(C)C[C@H]2Oc3c(NC(=O)c4ccncc4)cccc3C(=O)N([C@H](C)CO)C[C@@H]2C)cc1
 : 14%	3%
Nc1cc(Cc2ccccc2)ccc1O
 : 11%	5%
O=C(Nc1cccc(S(=O)(=O)N2CCOCC2)c1)c1cc(=O)[nH]c2ccccc12
 : ?	6%

(next part)
Values run as follows: HCV inhibitor	Tb PYK inh
NS(=O)(=O)c1ccc(NC(=O)c2ccc(OCC3CCCO3)cc2)cc1 (stereo unspecified)
 : -25%	4%
CN(C=O)c1cc([N+](=O)[O-])ccc1OCc1ccccc1
 : -4%	0%
COc1ccc(OC)c(NC(=O)C2CC(=O)N(CCc3ccc(F)cc3)C2)c1 (stereo unspecified)
 : 6%	-5%
CCCOc1ccc(C2C(C(=O)c3ccc(C)o3)=C(O)C(=O)N2CCCn2ccnc2)cc1 (stereo unspecified)
 : 7%	-16%
CN1C[C@@H]2[C@@H]3C(=O)N(Cc4ccccc4)C(=O)[C@@H]3[C@](C)(C1=O)N2C(=O)c1ccc(C(F)(F)F)cc1
 : 16%	-6%
C=C1c2nc3ccccc3n2C=C(c2ccc(C)cc2)N1c1ccccc1
 : ?	-7%
O=C(COC(=O)c1ccc(F)c(S(=O)(=O)N2CCOCC2)c1)NCc1ccc(F)cc1
 : 2%	-16%
COc1cc(C(=O)NCC(=O)Nc2c(C)cccc2C)ccc1OCC(=O)N1CCOCC1
 : -5%	1%
CCOC(=O)C1=C(C)NC(=O)NC1C(C)C (stereo unspecified)
 : 4%	-4%
CCC12CCC3c4ccc(O)cc4CCC3C1CC(O)C2O (stereo unspecified)
 : ?	-2%

Carrying on.
Values run as follows: HCV inhibitor	Tb PYK inh
CC1CC(C)(C)CC2(C1)NC(=O)N(CC(=O)Nc1cc(C(F)(F)F)ccc1N1CCCCC1)C2=O (stereo unspecified)
 : -23%	-4%
O=C1N[C@@H](Cc2ccccc2)C(=O)N2[C@@H]3N(S(=O)(=O)c4ccc(F)cc4)c4ccccc4[C@]3(Br)C[C@@H]12
 : 3%	4%
COc1cccc(CNC(=O)COC(=O)c2c(NC(C)=O)sc(C)c2C)c1
 : -11%	-5%
COC(=O)[C@]1(C)N[C@H](CN(C)C(=O)C2CCCCC2)[C@@H]2C(=O)N(Cc3ccccc3)C(=O)[C@@H]21
 : 21%	1%
Cc1ccc(NC(=O)c2ccc(Cl)c(S(=O)(=O)N3CCc4ccccc43)c2)nc1
 : ?	3%
Cc1ccc(NC(=O)CN(C)C(=O)COC(=O)[C@@H](NC(=O)c2ccccc2F)C(C)C)cc1
 : -1%	2%
CC(CNCCCn1ccc(NC(=O)OCc2ccccc2)nc1=O)c1ccccc1 (stereo unspecified)
 : -4%[8.37 µM]	1%
COC(=O)[C@@H](Cc1ccccc1)NC(=O)Cn1cnc2c(SC)nc(N)nc21
 : -6%	8%
Cc1ccc(S(=O)(=O)N(C)C[C@@H]2Oc3ccc(NC(=O)CCC(F)(F)F)cc3CC(=O)N([C@@H](C)CO)C[C@@H]2C)cc1
 : ?	-4%
Nc1c(C(=O)OCC(=O)Nc2ccccc2Br)[nH]c(=O)[nH]c1=O
 : 2%	-5%

An excerpt from above in order of molar mass, high to low:
Values run as follows: HCV inhibitor	Tb PYK inh
CCCOc1ccc(C2C(C(=O)c3ccc(C)o3)=C(O)C(=O)N2CCCn2ccnc2)cc1 (stereo unspecified)
 : 7%	-16%
COc1ccc(NS(=O)(=O)c2ccc(Cl)c(NC(=O)c3ccccc3F)c2)cc1
 : ?	17%
O=C(CCc1ccc(S(=O)(=O)N2CCOCC2)cc1)Nc1ccccc1F
 : ?	0%
NS(=O)(=O)c1ccc(NC(=O)c2ccc(OCC3CCCO3)cc2)cc1 (stereo unspecified)
 : -25%	4%
Cn1c2nc(=O)[nH]c(=O)c-2cc2ccccc21
 : 36%[activator]	0%

Additional compounds
Values run as follows: HCV inhibitor	Tb PYK inh
O=C(/C=C/c1cccc(F)c1)OCC(=O)N1CCc2ccccc21
 : -8%	-5%
CC12CCC(=O)N1C(C(=O)N1CCN(c3ccc([N+](=O)[O-])cc3)CC1)CS2 (stereo unspecified)
 : -7%	-4%
COc1cc(/C=C/C(=O)O)cc(S(=O)(=O)NNC(=O)c2ccc3c(c2)OCO3)c1OC
 : 13%	2%
CN(C)N=Nc1ccc(S(=O)(=O)N2CCSC2C(=O)O)cc1 (stereo unspecified)
 : 15%	-5%
O=C(C[C@@H]1C/C=C\CCC(=O)OC[C@@H]2CCCN2C1=O)NCCO
 : 26%	1%
COC(=O)[C@]1(Cc2ccccc2)N[C@H](CN(C)C(=O)Nc2ccc(Cl)cc2)[C@@H]2C(=O)N(C)C(=O)[C@@H]21
 : 35%[activator][8.37 µM]	-1%
O=C1N[C@@H](Cc2ccccc2)COC(=O)[C@@H](Cc2ccc(F)cc2)CC/C=C/C[C@H]1CC(=O)N(CCO)Cc1ccccc1
 : ?	3%
COCCCNC(=O)Cn1cnc(C(=O)Nc2ccc(C)c(C)c2)n1
 : -3%	1%
CCN(CC)C(=O)[C@H]1C[C@H](CC(=O)NCCCOC)C(=O)N2CCc3c([nH]c4cc(CCC(=O)N(C)C)ccc34)[C@]12C
 : -4%	3%
Cc1nn(-c2ccc(Cl)cn2)c2c1C(=O)CC(C)(C)C2Br (stereo unspecified)
 : ?	1%

2 of the compounds above, with each value named.
CCN(CC)C(=O)[C@H]1C[C@H](CC(=O)NCCCOC)C(=O)N2CCc3c([nH]c4cc(CCC(=O)N(C)C)ccc34)[C@]12C
  HCV inhibitor = -4%
  Tb PYK inh = 3%
Cc1nn(-c2ccc(Cl)cn2)c2c1C(=O)CC(C)(C)C2Br (stereo unspecified)
  HCV inhibitor = ?
  Tb PYK inh = 1%

Additional entries:
Values run as follows: HCV inhibitor	Tb PYK inh
COc1ccc(NC(=O)Nc2cccc3c2O[C@@H](CN(C)S(=O)(=O)c2cn(C)cn2)[C@@H](C)CN([C@H](C)CO)C3=O)cc1
 : 9%	5%
Cn1c(=O)[nH]c(N)c(Br)c1=O
 : 2%	-11%
CC(C)c1ccc(C(C(C(=O)c2ccccc2)N2CCOCC2)N2CCOCC2)cc1 (stereo unspecified)
 : 3%	7%
CC(=O)Nc1cc2c(cc1Br)-c1ccccc1C2
 : ?	-4%
CCCCNC1(C#N)CCN(Cc2ccccc2)CC1
 : 13%	-5%
CC(=O)Nc1ccc(NCc2ccc(-c3ccccc3)cc2)cc1
 : -5%	-3%
O=C1CN(N=Cc2ccco2)C(=O)N1
 : -2%	5%
COC(=O)CCC(=O)OC
 : 30%	-8%
CON(C)C(=O)/C=C/c1ccc([B-](F)(F)F)cc1
 : -8%[8.37 µM]	-15%
CSc1nc2[nH]c(=O)[nH]c2c(=O)[nH]1
 : 3%	5%

Other results follow:
Values run as follows: HCV inhibitor	Tb PYK inh
CCN(CC)S(=O)(=O)c1ccc(OC)c(NC(=O)c2ccc(OC)c([N+](=O)[O-])c2)c1
 : -28%	0%
CCN(CC)c1cc(CS(=O)c2ccccc2)nc(-c2ccccc2)n1 (stereo unspecified)
 : ?	0%
C[C@@H]1[C@H]2[C@@H]3CC[C@@H](C3)[C@H]2CN[C@H]1c1cn(Cc2ccccc2)c2ccccc12
 : 22µM*	-3%
CCc1nnc(SCC(=O)Nc2ccc3ccccc3c2)n1N
 : 19%	-1%
O=C1C=CC2(O[C@H](c3ccccc3)[C@@H](c3ccccc3)O2)[C@H](Sc2ccccc2O)C1
 : ?	?
O=C(CSc1n[nH]c(-c2ccc(Br)cc2)n1)N1CCOCC1
 : -12%	-13%
COC(=O)c1ccc(CNC(=O)Cn2cnc3c(NCc4ccccc4)ncnc32)cc1
 : -13%	-3%
COc1ccc(-c2sc3cc4c(cc3c2-c2ccc(OCCN3CCOCC3)cc2)OCO4)cc1
 : -49%	-2%
c1ccc2c(c1)nc1n2CCC1
 : 30%	2%
CC(=O)Nc1c(Cl)cc2c(c1Cl)Cc1ccccc1-2
 : ?	-10%

Retrieved one by one from above (three):
Values run as follows: HCV inhibitor	Tb PYK inh
CCN(CC)S(=O)(=O)c1ccc(OC)c(NC(=O)c2ccc(OC)c([N+](=O)[O-])c2)c1
 : -28%	0%
COC(=O)c1ccc(CNC(=O)Cn2cnc3c(NCc4ccccc4)ncnc32)cc1
 : -13%	-3%
c1ccc2c(c1)nc1n2CCC1
 : 30%	2%

Other entries.
Values run as follows: HCV inhibitor	Tb PYK inh
Cc1cc(Br)c(NC(=O)COC(=O)C2CCCCC2)c(Br)c1
 : 13%	-2%
COc1ccc(CCNC(=O)COC(=O)C2CC2)cc1OC
 : 19%	4%
Oc1cc(O)cc(-c2cc3ccc(O)cc3o2)c1
 : -8%	-12%
COc1cc(Br)cc(C(c2c(C)n(C)n(-c3ccccc3)c2=O)c2c(C)n(C)n(-c3ccccc3)c2=O)c1O
 : ?	6%
c1ccc(-c2cnc(-c3ccccn3)nn2)cc1
 : 0.5µM*	-29%
Cn1c(=O)c2c(nc(OC3CCCCCC3)n2C)n(C)c1=O
 : 28%	-8%
COc1ccc(C(=O)NCCCCc2ccccc2)cc1
 : -19%	2%
O=C(NNC(=O)C1CC=CCC1)c1cccc(Br)c1 (stereo unspecified)
 : 22%	1%
N#C/C(=C/c1ccc(-c2ccc([N+](=O)[O-])cc2)o1)C(=O)Nc1nc(-c2cccs2)cs1
 : 9%	-3%
C[C@]12CCC3C(CC[C@H]4C[C@H](OC(=O)c5cccnc5)CC[C@]34C)C1CCC2=O (stereo partly specified)
 : -3%	2%

Next section:
Values run as follows: HCV inhibitor	Tb PYK inh
COc1ccc(NC(=O)[C@@H]2CC=C[C@@H]3CCN(Cc4ccccc4)C(=O)[C@@H]32)cc1
 : 16%	0%
O=C1c2c(Cl)c(Cl)c(Cl)c(Cl)c2C(=O)N1c1nccs1
 : 1%	-19%
O=C(c1cccc(Cl)c1)N1CCC2CC1c1cc(N3CCOCC3)ccc12 (stereo unspecified)
 : ?	1%
Cc1cc(C)cc(NC(=O)CN2C(=O)NC(Cc3c[nH]c4ccccc34)C2=O)c1 (stereo unspecified)
 : 9%	-3%
CN(C(=O)c1cccc(NC(=O)Cc2cccc(NC(=O)C3CCN(S(=O)(=O)c4cccc([N+](=O)[O-])c4)CC3)c2)c1)C1CC1
 : -24%	3%
COc1ccc(Cl)cc1C(=O)NNC(=O)c1ccc(F)c(S(=O)(=O)N2CCOCC2)c1
 : -23%	-5%
CCN(C(=O)COC(=O)c1ccc(Cl)c(S(=O)(=O)N2CCCCC2)c1)C1CCS(=O)(=O)C1 (stereo unspecified)
 : -9%	-8%
CCCN1C(C)C(C(=O)OCC)=CN(Cc2cccc(I)c2)S1(=O)=O (stereo unspecified)
 : ?	-5%
NC(=O)c1ccc(NC(=O)COC(=O)c2cc3c(s2)CCC3)cc1
 : -5%	-6%
Cc1ccc(S(=O)(=O)Nc2ccc(S(=O)(=O)Nc3nccs3)cc2)cc1C
 : -11%	3%
Cc1ccccc1-c1nc2ccccc2c(=O)n1/N=C/c1ccc([N+](=O)[O-])cc1
 : 2%	-3%
C=CC[C@H](CC(=O)N(CCO)Cc1ccccc1)C(=O)NC[C@@H](OC(=O)[C@@H](CC=C)Cc1ccc(F)cc1)c1ccccc1
 : 7.9µM*	4%
O=C(CN1C(=O)C2C3C=CC(C3)C2C1=O)OCC(=O)c1ccc(Cl)c([N+](=O)[O-])c1 (stereo unspecified)
 : -6%	3%

Source: PubChem (National Center for Advancing Translational Sciences (NCATS))
